Screening data from PubChem.
OPRM1-OPRD1 ag – agonists of OPRM1-OPRD1 heterodimerization, primary screen, cell-based, luminescence | AID 504326, 2011 | Mu-type opioid receptor (Homo sapiens) + Delta-type opioid receptor (Homo sapiens), … | 340,000 tested, 0.3% active | cells | activation, % at 9.3 µM; in the data active means activation above about 18%;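 further: 0% = vehicle-treated cells and 100% = reference agonist; values of inactives mirror those of a sister screen read the other way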
Wnt bcat act – Wnt/beta-catenin pathway activators, primary screen, cell-based, plate reader, single point | Wnt/beta-catenin reporter cell assay, activator | activation, % at 9.35 µM | 300,000 tested, 1.2% active; in the data active means activation above about 30%, passing the limit was not always enough;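 further: 0% = neutral control wells and 100% = positive control wells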
Keap1 Nrf2 FP – Keap1-Nrf2 protein-protein interaction inhibitors, primary screen, biochemical, fluorescence polarization, single point; Kelch-like ECH-associated protein 1 (Homo sapiens), Q14145; Keap1 Kelch-Nrf2 peptide fluorescence polarization, 1536-well; inhibition, % at 9.4 µM; 340,000 tested, 0.15% active; AID 504523, 2011; in the data active means inhibition above about 12%;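 further: human Keap1 Kelch domain with fluorescein labeled Nrf2 9mer peptide probe; 0% = neutral control wells and 100% = peptide positive control; higher means more block of Keap1 binding to Nrf2 peptide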
Target sequence (Q14145 whole entry, looked up, the tested form may be a part): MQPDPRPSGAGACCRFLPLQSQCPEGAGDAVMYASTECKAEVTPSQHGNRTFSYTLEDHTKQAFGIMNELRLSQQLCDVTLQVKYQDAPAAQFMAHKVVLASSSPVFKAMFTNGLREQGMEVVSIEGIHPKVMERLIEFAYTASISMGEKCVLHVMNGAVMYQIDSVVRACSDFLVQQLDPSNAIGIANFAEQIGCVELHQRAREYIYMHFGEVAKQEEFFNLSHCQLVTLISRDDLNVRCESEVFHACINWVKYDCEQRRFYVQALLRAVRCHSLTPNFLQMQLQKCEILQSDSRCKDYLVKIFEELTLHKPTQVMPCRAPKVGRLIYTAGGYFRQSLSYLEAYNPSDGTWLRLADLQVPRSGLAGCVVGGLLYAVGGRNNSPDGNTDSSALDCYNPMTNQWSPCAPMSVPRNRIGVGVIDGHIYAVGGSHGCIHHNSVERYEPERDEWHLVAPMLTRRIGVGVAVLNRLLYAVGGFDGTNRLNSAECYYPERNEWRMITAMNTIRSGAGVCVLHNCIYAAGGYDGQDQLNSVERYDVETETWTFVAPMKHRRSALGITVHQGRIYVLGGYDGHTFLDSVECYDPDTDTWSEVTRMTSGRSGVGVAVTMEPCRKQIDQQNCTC
RTF Ca sens act – cardiac RTF calcium sensitivity activators, primary screen, biochemical, IANBD-TnC fluorescence, EC20 calcium. IANBD-labeled TnC RTF fluorescence at EC20 calcium; 0% EC20 calcium, 100% full calcium. Troponin I, cardiac muscle (Homo sapiens) + Troponin T, cardiac muscle (Homo sapiens) + …. activation, % at 7.2 µM. AID 493008, 2010. 340,000 tested, 0.24% active;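 active means activation above the mean over all tested compounds plus 3 SD, cut at about 30% in these data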;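 further: rise in fluorescence read as greater calcium sensitivity of cardiac thin filaments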
MOR-DOR inv ag – inverse agonists of MOR-DOR heterodimerization, primary screen, cell-based, luminescence; cell-based MOR-DOR heterodimer luminescence, inverse agonism; inhibition, % at 9.3 µM; 340,000 tested, 0.21% active; AID 504357, 2011; in the data active means inhibition above about 22%, passing the limit was not always enough;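 further: 0% = cells with DMSO and 100% = wells without cells with DMSO; values of inactives mirror those of a sister screen read the other way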
Cardiac RTF inh – cardiac RTF calcium sensitivity inhibitors, primary screen, biochemical, IANBD-TnC fluorescence, EC70 calcium; Troponin I, cardiac muscle (Homo sapiens) + Troponin T, cardiac muscle (Homo sapiens) + …; 340,000 tested, 0.12% active; inhibition, % at 7.15 µM; IANBD-labeled cardiac RTF, Ca2+ fluorescence;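 active means inhibition above the mean inhibition of all tested compounds plus 3 SD, cut at about 17% in these data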;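 further: assay run at fixed EC70 calcium of 1.6 mM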
Arrestin-AP2 inh – inhibitors of beta-arrestin/AP2 binding, primary screen, biochemical, GPCR trafficking, flow cytometry | beta-arrestin 1 C-terminal peptide binding to AP2 beta2-adaptin appendage (human) | FITC-arrestin peptide / GST-AP2 beads; AP2 beta2 appendage carries R879A mutation | inhibition, % at 10 µM | 340,000 tested, 0.31% active | AID 504490, 2011;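 active means inhibition above a set limit, near 3 SD of compounds lacking own fluorescence, cut at about 54% in these data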;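 further: plate controls were DMSO wells for no effect and 5 µM unlabelled arrestin peptide for full effect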
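System: GST-AP2 R879A glutathione beads; medium: PBS, Tween 20 0.05%, BSA 0.1%; reagent: fluorescein-tagged arrestin peptide at 50 nM final; schedule: pre-incubation 12 min, peptide binding 1 h, room temperature; detection: flow cytometry, FL1 (488/535 nm); read-out: inhibition as reduced fluorescein signal on beads, percent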
Pemphigus Ab inh – inhibitors of pemphigus antibody binding to DSG3, primary screen, biochemical, bead-based, flow cytometry, scFv-GFP. Desmoglein-3 (Homo sapiens), P32926. DSG3-coupled beads, scFv-anti-DSG3-GFP binding; stronger effect = lower value. binding (percent of control), % at 10 µM. 310,000 tested, 0.48% active. AID 588358, 2011;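 active means binding more than 3 SD below its plate's average and above zero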;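 further: hits lower antibody fragment binding to DSG3; some compounds called inactive have numbers as strong as hits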
C-LANA FP – inhibitors of KSHV C-LANA binding to DNA, primary screen, biochemical, fluorescence polarization, FAM-LBS DNA, MBP-C-LANA, single point | Kaposi's sarcoma herpesvirus LANA C-terminal domain (residues 932-1162) DNA binding | inhibition, % at 9 µM | 340,000 tested, 0.078% active | AID 504423, 2011;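 active means highest replicate inhibition at or above 60% at 9 µM, even if other replicates fall short; inactive means all replicates below 60% inhibition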;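 further: 0% = neutral control wells and 100% = 4 µM acridine orange control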
V-ATPase pHluor – regulators of yeast V-ATPase proton pumping, primary screen, pHLuorin cytosolic pH fluorescence; S. cerevisiae; response, % at 10 µM; 350,000 tested, 0.37% active; in the data active means response mostly above about 7.3%, no sharp cut-off; inactive means mostly below about 5.4%; further: actives read high; inactives centre near 0; some compounds called inactive have numbers as strong as hits; reference of the scale not given here
Active calls of the source: *; i = inactive; . = no result given.

Values run as follows: OPRM1-OPRD1 ag	Wnt bcat act	Keap1 Nrf2 FP	RTF Ca sens act	MOR-DOR inv ag	Cardiac RTF inh	Arrestin-AP2 inh	Pemphigus Ab inh	C-LANA FP	V-ATPase pHluor
COc1ccc(-c2cc3ccccc3[nH]2)cc1
 : 1.2	54*	1	-3	-6	4	-4	95	2.8	-1
COc1cccc(-c2cc(C(=O)Nc3ccncc3)c3ccccc3n2)c1
 : 15	-6	1	2	-82	-5	-29	108	1.5	2
CCOC(=O)C1(CCCc2ccccc2)CCN(Cc2cn(CC)nc2C)CC1
 : 315*	-2	5	4	i	3	41	103	1.1	2
O=C(Oc1ccc(N(Cc2cccs2)C2=NS(=O)(=O)c3ccccc32)cc1)c1ccco1
 : -0.6	-2	0	-6	3	4	0	.	-0.5	1
O=C(NC(=S)NCCC1=CCCCC1)c1ccc(Br)o1
 : 2.0	-2	1	2	-12	0	35	103	-0.5	-2
CN(CCCC(=O)N1CCN(c2ncccn2)CC1)S(=O)(=O)c1ccc(F)cc1
 : -1.8	-1	0	-3	7	-5	-6	103	-1.6	1
CC1(C)CC(=O)C=C(NCCN2CCN(C(=O)Nc3ccc(Cl)cc3)CC2)C1
 : -1.3	.	-3	6	7	-16	4	107	1.4	2
O=C1OC(CC(=O)N(Cc2nnc(-c3ccc(Cl)cc3)o2)C2CC2)c2ccccc21 (centres undefined)
 : -2.7	-1	-3	4	11	-8	5	106	0.8	0
COc1cc(NC(=O)CSCC(=O)N(C)C2CCCCC2)cc(OC)c1
 : -0.2	0	-3	3	1	-9	8	98	0.8	-4
O=C(OCC1CC(c2ccccn2)=NO1)c1ccc(Br)cc1 (centres undefined)
 : -1.8	4	-1	-4	10	-3	3	100	1.6	2
Cc1ccc(C(=O)Nc2ccccc2C(=O)N2CCCCCC2)cc1
 : -1.5	0	-6	4	8	-1	10	99	-0.9	-5
Cc1ccc(NC(=S)N(CCCN(C)C)Cc2cc3cc4c(cc3[nH]c2=O)OCO4)c(C)c1
 : -3.0	0	-2	2	14	-6	14	98	0.0	1
CCNC(=O)COc1ccc(CC)cc1
 : -3.3	2	-2	-2	17	-10	6	.	2.5	1
CC(C)C[C@H](NC(=O)c1nc[nH]c1C(=O)N[C@@H](CC(C)C)C(=O)OCc1ccccc1)C(=O)OCc1ccccc1
 : -1.9	-19	1	7	10	-5	2	92	0.0	-6
O=C(CNC(=O)c1ccccc1F)OC(C(=O)Nc1cc(C(F)(F)F)ccc1Cl)c1ccccc1 (centres undefined)
 : 0.1	3	-4	-3	0	-4	1	94	-0.4	-2
CC1CCN(C(=O)c2[nH]cnc2C(=O)NCCCCCNC(=O)OC(C)(C)C)CC1
 : -1.9	-1	0	-8	10	-26	-5	105	3.3	1
COc1ccc(S(=O)(=O)N2CCCC2)cc1Br
 : -2.2	-1	-2	4	11	-2	0	107	0.3	0
O=C(O)c1ccccc1OCCN1CCCC1=O
 : -1.4	-2	1	-2	7	-14	9	95	-0.6	1
N#Cc1ccc(NC2c3ccccc3CC2O)cc1 (centres undefined)
 : -2.8	-10	-3	-5	14	4	17	122	-0.7	-1
COc1ccc(C(=O)C2CCN(C(=O)c3ccc(F)cc3)CC2)cc1
 : -0.9	-1	-2	3	5	5	-1	124	-5.1	1
CC(C)(C)S(=O)(=O)/C(C#N)=N/Nc1ccc(Cl)cc1
 : 2.4	-3	-6	2	-12	-5	57*	101	2.1	3
Cc1ccc(N2CC(O)=C(c3nc4ccccc4c(=O)[nH]3)C2=N)cc1C
 : -0.1	-11	-6	-3	1	-7	4	108	-1.5	5
COc1ccc(-c2nc3ccccc3c(=O)n2CCOc2ccccc2C)cc1
 : -0.1	-1	-4	2	0	-4	3	188	-0.5	2
COc1ccc(NC(=O)CN(c2ccc(C(C)C)cc2)S(=O)(=O)c2c(C)noc2C)cc1OC
 : -2.9	-4	0	1	15	-2	-5	104	-1.0	2
N#Cc1c(-c2ccc(Cl)cc2)ccn2nc(CCC(=O)O)nc12
 : -1.2	-9	-6	-2	7	-5	-1	103	2.7	0
CCOc1ccc(N(CC(=O)O)S(=O)(=O)c2ccc(OC)c(OC)c2)cc1
 : -1.7	.	3	0	10	-1	6	107	-2.5	-3
CCC1CCC/C1=N\NC(=O)c1ccoc1C (centres undefined)
 : -2.0	4	-2	-1	8	3	-5	107	-0.8	2
Cc1c(NC(=O)C(C)OC(=O)c2cc(-c3cccc4ccccc34)nc3ccccc23)c(=O)n(-c2ccccc2)n1C (centres undefined)
 : -1.2	-2	0	4	6	4	14	83	0.5	-3
Cc1cc(CNCc2c(C(=O)N(C)Cc3ccccc3)nc3ccccn23)nn1C
 : -0.3	-2	0	1	2	3	13	105	-1.3	1
N#CC1=C(N)Oc2cc3ccccc3cc2C1c1cccs1 (centres undefined)
 : 0.6	-4	-5	-2	-4	2	3	84	-0.3	0
C/C(=N/Nc1nc(C)cc(C)n1)c1ccc(Br)cc1
 : -1.9	0	-1	1	10	0	-2	104	-0.8	-1
CCCCn1c(N)c(N(CCOC)C(=O)CN2C(=O)c3ccccc3C2=O)c(=O)[nH]c1=O
 : -2.7	2	-2	0	14	-1	-6	95	0.7	0
CCCSc1nc2c(c(=O)n(C)c(=O)n2C)n1Cc1ccc(C)cc1
 : -1.5	1	-2	3	9	4	6	96	1.8	4
Cc1cccc(N/C=C/C(=O)c2ccc(Cl)cc2)c1
 : 0.6	49*	-2	-1	-3	3	-6	118	0.8	-6
COc1cccc(C(=O)Nc2ccccc2C(=O)NCC2CCCO2)c1 (centres undefined)
 : -1.9	-2	-1	-4	13	-5	-1	106	-0.7	0
COc1cc(C(=O)Nc2ccc(OCC(=O)O)cc2)cc(OC)c1OC
 : -2.0	-2	4	3	11	4	22	102	-0.7	1
COc1ccc(C(=O)c2sc(Nc3ccc(NC(C)=O)cc3)nc2C)cc1
 : 1.2	-4	-3	-2	-6	-3	-10	118	0.0	-1
CC1CCCC(NC(=O)COC(=O)c2ccc(Br)o2)C1C (centres undefined)
 : -1.5	-2	-3	-9	6	1	12	98	-0.7	3
CC1CCN(S(=O)(=O)c2ccc(C(=O)OC(C)C(=O)N(C)C3CCCCC3)cc2)CC1 (centres undefined)
 : -1.5	-5	4	-9	9	-8	2	98	-0.3	1
O=C1CN(c2nc3ccccc3n3cnnc23)CC(=O)N1CCc1ccccc1
 : 3.7	0	-2	0	-22	-3	0	102	0.0	-5
Cc1ccc(CONC(=O)c2cccc([N+](=O)[O-])c2)cc1
 : -4.5	4	2	-4	18	4	-11	94	0.6	1
Cc1cc2nc3c(=O)n(CCc4ccccc4)c(=O)[nH]c3nc2cc1N
 : 2.1	-2	11	516*	-11	i	20	96	35	-2
C=C1[C@H](C)CN(S(=O)(=O)C(C)(C)C)[C@H]1CCO
 : -3.8	0	-1	-7	18	-2	11	108	-1.9	-1
O=C(CC(C(=O)O)N1CCOCC1)Nc1ccc(Cl)cc1 (centres undefined)
 : -1.7	.	-6	11	9	-3	6	103	0.0	4
COc1ccc(CCC(=O)NCCOc2ccc(C)cc2)cc1
 : -2.8	0	0	-2	13	-1	-15	116	0.9	0
Cc1c(C(=O)O)sc(S(=O)(=O)N2CCN(C(=O)Cc3ccccc3Cl)CC2)c1C(=O)O
 : -5.5	-2	4	-1	22	-7	-6	.	3.7	-8
O=C(CN1C(=O)NC2(CCCCC2)C1=O)N1CCOCC1
 : -2.4	-2	-1	-6	9	-12	7	104	-3.1	-2
Cc1cc(NC(=O)NN2CCOCC2)nn1-c1c(Cl)cccc1Cl
 : 0.8	2	1	6	-4	0	1	113	1.0	-5
O=C(Cn1nc(CNc2ccc(Cl)cc2)[n+]2c1CCCCC2)c1ccc(Cl)cc1
 : -2.9	-1	-9	-2	15	-13	28	148	-2.5	5
O=C(Cn1nnc(-c2ccccc2F)n1)NCCc1ccccc1
 : -0.2	-1	-6	6	1	-10	4	100	1.8	-3
O=C(NCc1cccs1)[C@@H]1CSC2c3ccccc3C(=O)N21 (some centres undefined)
 : -1.3	.	-8	2	7	-3	5	97	0.1	-3
O=C1c2ccccc2C(=O)N1CCSc1nc2ccccc2c(=O)n1CCCN1CCOCC1
 : -1.8	-3	0	-4	10	5	7	97	0.0	1
CC(=O)Nc1ccc(S(=O)(=O)NCc2csc(C)n2)cc1
 : -0.1	0	-1	2	0	-12	-8	102	1.3	-3
O=C1C(Cl)=C(NCC2CCCO2)C(=O)N1CCc1ccccc1 (centres undefined)
 : 1.4	.	-3	2	-7	-1	22	91	0.3	4
O=[N+]([O-])c1ccccc1S(=O)(=O)Nc1ccn(Cc2c(F)cccc2Cl)n1
 : -1.3	0	-1	6	8	-4	11	.	0.6	-1
OCc1cn(-c2ccccc2)nn1
 : -0.9	-3	-3	7	5	-3	5	107	-0.5	-3
COCCCn1c(SCc2nnc(-c3ccc(OC)c(OC)c3)o2)nc2ccccc2c1=O
 : 0.8	.	0	6	-5	1	7	97	1.1	4
Cc1cc(C(=O)NNC(=O)C2CCCC2)c(C)o1
 : 0.3	0	1	3	-1	-1	-18	.	1.6	4
Cc1ccc(S(=O)(=O)Nc2nc3ccc(S(=O)(=O)N4CCCC4)cc3s2)cc1
 : -0.6	.	1	-1	3	-11	6	99	-1.4	-1
c1ccc(COc2ncnc3c2ncn3CCCNCc2ccc3c(c2)OCO3)cc1
 : -0.7	-1	-3	0	3	-5	-12	96	-2.6	-2
CCOC(=O)C1CCN(C(=O)c2cccc(S(=O)(=O)N3CCCc4ccccc43)c2)CC1
 : -3.1	-1	-3	-8	15	12	-1	100	-1.0	6
O=C(Cn1ccccc1=O)Nc1ccc(Cl)c(S(=O)(=O)N2CCCCC2)c1
 : -0.8	-1	-6	5	3	10	-2	104	-0.5	-2
